High-throughput results from PubChem.
TDP2 absorb: TDP2 (human) inhibition, absorbance primary screen | O95551 | recombinant TDP2, T5PNP hydrolysis, p-nitrophenol absorbance 415 nm | inhibition, % at 12.8 µM | actives 0.34% (n = 370,000) | AID 720702;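 active means inhibition above the mean of all tested compounds plus 3 SD, set per campaign, cut at about 25% in these data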;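 further: 0% = DMSO with enzyme and 100% = buffer with substrate but no TDP2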
Target sequence (O95551 whole entry, looked up): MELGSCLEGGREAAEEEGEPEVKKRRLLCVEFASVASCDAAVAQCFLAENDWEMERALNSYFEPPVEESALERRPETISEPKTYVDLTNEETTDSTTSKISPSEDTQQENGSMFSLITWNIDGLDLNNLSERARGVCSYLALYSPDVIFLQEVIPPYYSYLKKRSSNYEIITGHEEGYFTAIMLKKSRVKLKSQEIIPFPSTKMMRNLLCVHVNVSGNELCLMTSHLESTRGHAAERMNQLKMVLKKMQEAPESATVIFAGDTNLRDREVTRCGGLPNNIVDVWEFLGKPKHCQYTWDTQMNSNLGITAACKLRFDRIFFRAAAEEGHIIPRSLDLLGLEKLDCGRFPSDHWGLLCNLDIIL
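Material: recombinant human TDP2; quantity: TDP2 enzyme at 120 nM final; medium: Tris-HCl pH 7.5 with MgCl2; compound: single concentration, 12.8 µM nominal, with 1% DMSO; incubation: 2 h enzyme incubation at 37 °C; signal: epi absorbance; measure: percent inhibition; benchmarks: high control without enzyme, low control DMSO plus TDP2; repeats: singlicate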
LEDGF integ inh: blocks HIV-1 LEDGF/p75-dependent DNA integration; TR-FRET IN-LEDGF/p75 DNA integration, Eu/Cy5; inhibition, % at 3.7 µM; actives 0.64% (n = 370,000); AID 743269;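 active means inhibition above the screen-wide mean plus 3 SD, cut at about 13% in these data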;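 further: signal is the Cy5 over europium emission ratio at 671 and 618 nm; 0% = plate median of compound wells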
rCAG RNA binder: molecules binding r(CAG) RNA repeats | inhibition, % at 3 µM | actives 1.3% (n = 370,000) | r(CAG) RNA repeat, TO-PRO-1 dye displacement fluorescence;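 active means inhibition above the plate cutoff, the mean of all test compounds on that plate plus 3 SD, cut at about 35% in these data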;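 further: 0% = DMSO alone and 100% = 100 µM mitoxantrone as full dye displacement; higher means more dye released from RNA so lower well fluorescence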
PG9 binder: small molecules binding HIV-1 gp120 antibody PG9. AID 624416. inhibition, % at 6.7 µM. TR-FRET gp120-PG9 antibody binding. actives 0.43% (n = 360,000); in the data active means inhibition above about 8.5%
TCR CD3 inh: blocks the human TCR-CD3 interaction. inhibition, % at 9.4 µM. actives 0.37% (n = 360,000). TAMRA-labeled TCR probe fluorescence, biochemical; in the data active means inhibition above about 19%;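 further: recombinant mutant TCR 2C K166C tagged with TAMRA read by polarization; 0% = receptor in buffer alone and 100% = receptor with positive control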
HTRA1 inhibitor: blocks human HTRA1 serine peptidase | Q92743 | inhibition, % at 5.96 µM | recombinant HTRA1, FP-rhodamine activity-based probe, fluorescence polarization | actives 0.5% (n = 340,000) | AID 504803; in the data active means inhibition above about 36%;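 further: 0% = enzyme with DMSO and 100% = wells lacking enzyme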
NR1D1 modulator: Rev-erb alpha (human) modulation | P20393 | Rev-erbα–FITC-DNA binding, fluorescence polarization, 90 min | activity, % at 10 µM | actives 0.79% (n = 370,000);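 active means activity above about 14%, limit read from the data; passing the limit was not always enough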;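 further: 0% = DMSO wells with 35 nM protein and 100% = DMSO wells with 750 nM protein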
mABHD4 FP: ABHD4 (mouse) inhibition, primary FP screen; purified mABHD4, FP-Rh probe fluorescence polarization; inhibition, % at 8.92 µM; actives 0.54% (n = 370,000); Q8VD66;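 active means inhibition exceeding the mean over every tested compound plus 3 SD, cut at about 30% in these data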;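 further: 0% = plate median of compound wells and 100% = S159A mutant with DMSO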
Target sequence (Q8VD66 whole entry, looked up): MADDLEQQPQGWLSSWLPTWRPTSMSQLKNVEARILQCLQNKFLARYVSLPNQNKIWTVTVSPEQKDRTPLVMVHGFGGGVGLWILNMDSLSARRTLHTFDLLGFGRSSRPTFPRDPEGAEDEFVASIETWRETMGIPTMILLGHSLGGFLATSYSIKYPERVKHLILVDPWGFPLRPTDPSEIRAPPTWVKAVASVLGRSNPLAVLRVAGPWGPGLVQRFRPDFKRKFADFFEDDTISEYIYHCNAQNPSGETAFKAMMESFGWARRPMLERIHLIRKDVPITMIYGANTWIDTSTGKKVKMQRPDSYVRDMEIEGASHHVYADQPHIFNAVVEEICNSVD
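assay system = mABHD4 protein | compound dosing = single nominal dose of 8.92 µM, 0.89% DMSO final | read-out basis = percent inhibition of probe binding, normalized to plate controls | schedule = Enzyme–compound pre-incubation 45 min, then probe 60 min, both 25 °C | detection = fluorescence polarization, excitation 525 nm, emission 598 nm, BODIPY TMR filters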
PRMT1 FP inh: PRMT1 (human) inhibition, primary screen; actives 1.3% (n = 370,000); recombinant PRMT1, activity-based probe fluorescence polarization; Q99873; inhibition, % at 2.79 µM;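 active means inhibition above about 21% made by adding two undisclosed values, limit read from the data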
Target sequence (Q99873 whole entry, looked up): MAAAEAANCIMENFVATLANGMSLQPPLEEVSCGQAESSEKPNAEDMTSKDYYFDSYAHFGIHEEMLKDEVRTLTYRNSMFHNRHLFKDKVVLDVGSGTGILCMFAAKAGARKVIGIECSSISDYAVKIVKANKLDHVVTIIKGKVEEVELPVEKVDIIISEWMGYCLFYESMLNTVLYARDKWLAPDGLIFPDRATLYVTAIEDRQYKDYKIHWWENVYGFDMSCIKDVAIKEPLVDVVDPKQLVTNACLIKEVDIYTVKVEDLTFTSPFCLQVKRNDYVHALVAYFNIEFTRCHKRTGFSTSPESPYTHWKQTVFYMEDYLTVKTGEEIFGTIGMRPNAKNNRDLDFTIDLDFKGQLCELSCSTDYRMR
SIAE inh: inhibitors of human sialic acid acetylesterase SIAE; Q9HAT2; SIAE FP-Rh probe binding, fluorescence polarization; inhibition, % at 9.66 µM; actives 0.69% (n = 370,000); AID 1053197;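 active means inhibition above a cutoff: mean of compounds within the control limits plus 3 SD of those, cut at about 17% in these data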;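 further: 0% = plate median of compound wells and 100% = probe without SIAE protein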
Active calls of the source: *; / = not tested or not shown.

SMILES	TDP2 absorb	LEDGF integ inh	rCAG RNA binder	PG9 binder	TCR CD3 inh	HTRA1 inhibitor	NR1D1 modulator	mABHD4 FP	PRMT1 FP inh	SIAE inh
CCN(CC)CCn1c2ccccc2c2cnc(N=CN(C)C)c(C#N)c21	6	0	3	-1.6	6	-5	-5	4	0	-3
Cc1ccc(NC(=O)c2cccc3c2-c2ccccc2C3=O)c(C)c1	6	-4	7	/	/	/	1	3	0	5
O=C(CNC(=O)c1cccs1)OCC(=O)c1ccc([N+](=O)[O-])cc1	-6	-8	0	-0.3	-4	5	0	5	60*	-2
O=C(NCC1CCN(C(=O)C(=O)c2cc3ccccc3o2)CC1)c1ccc2c(c1)OCC2	3	2	4	-1.2	-6	/	-3	-6	-2	-2
C/C=C/C(=O)OCC(=O)Nc1cc(-c2cc(C)c(C)cc2C)nn1-c1ccccc1	-5	0	5	-1.8	0	-52	9	-7	3	-12
COc1ccc(NC(=O)COC(=O)/C=C/c2ccc(OC)c(S(=O)(=O)N3CCOCC3)c2)cc1	2	0	1	-1.5	4	-8	-1	2	-2	-1
CC(C)(C)NC(=O)c1cc(F)c(F)cc1Cl	2	-2	2	0.8	-5	2	-1	1	4	0
C/C(=N\Nc1cccc(C(F)(F)F)c1)c1ccc(O)cc1	-7	2	8	0.1	-4	11	10	5	13	12
CC1Oc2ccccc2N(CC(=O)N2CCCc3ccccc32)C1=O (stereo not given)	8	3	-6	0.5	8	-2	1	-5	-1	0
Cc1cc(=O)c(C(=O)O)cn1Nc1ccc(F)cc1	5	-3	4	-0.2	-6	0	5	1	0	0

4 records picked at random from the list so far, as already listed:
SMILES	TDP2 absorb	LEDGF integ inh	rCAG RNA binder	PG9 binder	TCR CD3 inh	HTRA1 inhibitor	NR1D1 modulator	mABHD4 FP	PRMT1 FP inh	SIAE inh
Cc1ccc(NC(=O)c2cccc3c2-c2ccccc2C3=O)c(C)c1	6	-4	7	/	/	/	1	3	0	5
O=C(CNC(=O)c1cccs1)OCC(=O)c1ccc([N+](=O)[O-])cc1	-6	-8	0	-0.3	-4	5	0	5	60*	-2
C/C(=N\Nc1cccc(C(F)(F)F)c1)c1ccc(O)cc1	-7	2	8	0.1	-4	11	10	5	13	12
O=C(NCC1CCN(C(=O)C(=O)c2cc3ccccc3o2)CC1)c1ccc2c(c1)OCC2	3	2	4	-1.2	-6	/	-3	-6	-2	-2

Following part:
SMILES	TDP2 absorb	LEDGF integ inh	rCAG RNA binder	PG9 binder	TCR CD3 inh	HTRA1 inhibitor	NR1D1 modulator	mABHD4 FP	PRMT1 FP inh	SIAE inh
NC(N)=N/N=C/c1ccc(Cl)c(Cl)c1	3	2	2	-2.6	-5	/	0	5	-3	0
CCOc1ccc(-n2c(C)c3c(C)nnc(C)c3c2C)cc1	1	6	7	-0.2	0	0	0	3	-4	7
CN1C(=O)C(=O)/C(=C(/O)c2ccc(Br)cc2)C1c1ccc(F)cc1 (stereo not given)	15	-2	4	4.1	5	0	-2	11	-1	0
Cc1cccn2c(=O)c3cc(C#N)c(=NC(=O)c4cccs4)n(CC(C)C)c3nc12	10	-2	2	-1.7	1	1	-5	-3	2	0
O=C(CCNS(=O)(=O)c1cccc2nonc12)NCc1cccs1	5	4	-3	0.8	-1	0	8	4	0	-1
Cc1ccc(S(=O)(=O)N2CCN(C(=O)COC(=O)CCCOc3ccccc3)CC2)c(C)c1	-2	-3	5	1.6	0	-7	0	-1	-1	-2
C=CCn1c(N2CCCCCC2)nc2c1c(=O)[nH]c(=O)n2C	6	0	-3	-0.4	0	-3	-5	7	3	17
CN1CCN(NC(=O)c2cn(-c3ccccc3)nc2-c2cccc(Br)c2)CC1	-3	5	-1	-1.6	2	-6	-3	1	0	9
Cc1oc(-c2ccc(Cl)cc2)cc1C(=O)/C(C#N)=C/Nc1ccccc1	13	-2	8	0.3	-3	-6	-3	-3	1	-5
COc1ccccc1N1CCN(C(=O)C2CCCN(c3ncnc4c3nc3n4CCCCC3)C2)CC1 (stereo not given)	2	0	-4	1.2	-2	-6	3	9	3	-2
CCCCC(c1nnnn1C1CCCC1)N1CCN(C2CCCCC2)CC1 (stereo not given)	-15	1	-12	-2.7	0	3	-7	7	0	5
COc1cccc(NC(=O)[C@@H](NC(=O)N2CCn3c2nc2ccccc23)C(C)C)c1	-14	-1	8	-2.1	6	-19	-5	-17	-2	-5
O=C(Nc1cccnc1)c1sc(Nc2ccccc2F)nc1-c1ccccc1	-3	4	-3	-0.1	1	3	1	-5	-2	15
CC(C)c1ccc(N(CC(=O)NCCc2ccccc2)C(=O)c2csnn2)cc1	-12	3	-2	0.4	-1	-5	3	-2	-2	4
Cc1ccc(-n2nc3c(=O)n(C(C)C(=O)NCCCc4ccccc4)nc(C)c3c2C)cc1 (stereo not given)	0	-3	-7	-0.5	4	-1	3	3	1	5
COc1cccc(CC2(CO)CCCN(CC3=Cc4cc(Cl)ccc4OC3)C2)c1 (stereo not given)	8	5	-1	-0.7	4	-26	1	-10	-3	-3
O=C1NC(=O)C2(CCCC2)N1	-6	0	1	-0.2	-1	2	-3	11	2	-1
CC1=CC(C)(C)NC(=S)N1c1cc(C)cc(C)c1	-2	-5	-7	1.9	-3	0	-3	0	4	6
CN(C)CCCNc1cc(C(C)(C)C)nc2c(-c3ccc(Cl)cc3)cnn12	-3	-1	1	-1.0	-9	49*	-1	26	5	6
COc1cccc(C(=O)NC(=S)Nc2ccc3[nH]c(=O)[nH]c3c2)c1	-9	9	5	-1.4	0	-9	0	-37	-4	-11
Cc1sc2ncn(CC(=O)NCCCC(=O)N3CCN(c4ccccc4F)CC3)c(=O)c2c1C	4	1	-6	1.6	-7	-3	0	-1	0	9
O=C(/C=C/c1ccco1)N1CCc2ccccc21	-8	4	-3	-2.4	2	-10	-3	3	4	-6
CC(OC(=O)c1ccncc1)C(=O)Nc1cccc(Cl)c1 (stereo not given)	-5	0	1	-1.0	2	-5	-2	9	-1	-4
CCOC(=O)c1ccccc1N/C=C/C(=O)c1ccccc1	2	5	3	2.2	-7	-34	-2	-6	-1	-5
CCOc1ccc2c(c1)c(N=NC(=N)N)c(O)n2C	0	-3	7	-9.7	9	5	5	1	0	0
CCOc1ccc(N(C(=O)CNC(=O)c2ccco2)C(C(=O)NC2CCCC2)c2ccncc2)cc1 (stereo not given)	-6	1	4	-0.2	-2	-4	-5	2	-2	0
COc1ccc(/C=C/C(=O)NC(=S)NNC(=O)c2cccs2)cc1OC	13	-4	3	0.3	18	2	-6	4	-1	6
CC(C)C[C@@H](CN)NC(=O)c1nc[nH]c1C(=O)N[C@@H](C)C(=O)CNC[C@H](C)NC(=O)c1nc[nH]c1C(=O)N[C@@H](CC(C)C)C(=O)O	4	-3	-3	-1.2	-1	1	-3	12	4	12
C[C@@H]1CCCCCCCCC(=O)OCCN1C(=O)OC(C)(C)C	1	2	-12	-1.9	-4	0	5	-4	-1	1
COc1ccc(NC(=O)C2CCC(CNS(=O)(=O)c3csc(C(N)=O)c3)CC2)cc1OC (stereo not given)	-11	-2	0	0.3	-5	6	-2	1	6	-3
O=C(CCCC(=O)N(c1ccc2c(c1)OCCO2)C(C(=O)NC1CCCCC1)c1ccc(Cl)cc1)Nc1ccccn1 (stereo not given)	14	-3	-1	0.5	3	-4	-5	1	0	-10
Cc1ccc(-n2nc3c(=O)n(CC(=O)NCc4ccc(C)o4)nc(C)c3c2C)cc1	-5	3	-5	2.2	3	4	-1	6	-1	4
O=[N+]([O-])c1cccc(S(=O)(=O)Nc2ccc(S(=O)(=O)Nc3nccs3)cc2)c1	4	1	5	-1.4	-4	-2	3	4	0	0
CC(C)C(=O)Nc1ccc(-c2ccc3nncn3n2)cc1	-9	-4	0	-0.9	0	0	-2	-3	0	-9
O=C(CN1CCN(Cc2ccccc2Cl)C1=O)N1CCCCCC1	13	1	-2	-0.3	5	-4	2	3	0	5
O=C(CCC1N=C2c3ccccc3N=C(SCc3cccc(Cl)c3)N2C1=O)NCc1ccco1 (stereo not given)	7	3	-1	-2.1	3	-9	/	-5	-1	4
CC(=O)Nc1ccc(NC(=O)C(C)Oc2ccccc2C(=O)NCc2ccccc2)cc1 (stereo not given)	-12	-6	3	-0.9	2	2	0	2	4	3
Cc1noc(NS(=O)(=O)c2ccc(NC(=O)C(C)C)cc2)c1C	10	-4	2	1.4	4	-4	3	1	5	3
Cc1cc(-c2nnco2)c(C)n1-c1ccccc1	-7	-4	2	2.0	-1	8	2	-7	2	0
CCC(=Cc1ccccc1O)c1ccncc1	-3	-7	0	0.1	-5	-4	10	-6	-1	1
C(=N\n1cnc2ccccc21)/c1cccnc1	15	2	-4	0.0	0	1	0	4	1	-2
COc1ccc(CC(NC(C)=O)C(=O)NC2CCN(C(=O)c3ccc([N+](=O)[O-])cc3)CC2)cc1OC (stereo not given)	9	2	4	-0.5	4	7	-3	0	3	0
CCOC(=O)c1c(NC(=O)CSc2ncn[nH]2)sc(C(=O)N(C)C)c1C	-6	-1	-1	0.7	0	-4	-2	-2	0	2
C[C@H](O)[C@@H]1CN2CCc3ccc(-c4ccc5c(c4)OCO5)cc3[C@@H]2C[C@@H]1N(C)C(=O)Nc1ccccc1	-9	6	3	/	/	/	-3	-10	-2	-7
O=C(COC(=O)Cc1ccsc1)Nc1ccc(Cl)cn1	-8	-6	0	0.6	2	0	-1	0	6	4
CC(C)CN(C#N)c1nc(N2CCOCC2)nc(N2CCOCC2)n1	8	1	-8	-1.1	-3	3	2	4	2	-2
CN(CCN1CCc2ccccc2C1)Cc1nc(-c2ccc3c(c2)OCO3)no1	-2	-3	-5	-2.3	6	1	-8	-3	-1	0
CCCCOc1ccc(NC(=O)c2cc(F)c(F)cc2Cl)cc1	2	2	-6	-0.1	0	-2	3	-6	-1	7
CN(CCC#N)C(=O)COC(=O)c1ccc(Cl)c(S(N)(=O)=O)c1	-5	3	1	0.6	3	5	1	2	-1	0
O=C(OC1CC2CC1[C@H]1CCCCN1C2=O)N1CCN(c2ccccc2)CC1 (stereo not given in full)	4	-1	4	-0.4	2	/	1	5	-1	-1

The list goes on.
SMILES	TDP2 absorb	LEDGF integ inh	rCAG RNA binder	PG9 binder	TCR CD3 inh	HTRA1 inhibitor	NR1D1 modulator	mABHD4 FP	PRMT1 FP inh	SIAE inh
O=C1C=C(c2ccc(F)nc2)CCC1	-1	-1	-1	-1.9	-4	0	-1	0	1	-1
CC(NC(=O)COC(=O)c1ccc(S(=O)(=O)N2CCOCC2)cc1)c1ccccc1 (stereo not given)	4	-2	2	1.6	-3	7	3	-5	2	1
CCOc1ccccc1CN1C(=O)C2(OCCO2)c2ccccc21	2	-1	-7	2.7	-6	-11	4	-7	-1	4
CC(O)(c1ccccc1)c1nc(-c2cccc(C#N)c2)cs1 (stereo not given)	0	-1	2	0.1	-10	/	3	-3	8	-6
Cc1sc(NC(=O)C2=COCCO2)c(C(N)=O)c1C	18	-3	-2	0.2	5	3	-8	7	3	0
CC(=O)CSc1ccc(S(=O)(=O)N2CCN(C)CC2)cn1	-8	1	3	0.2	-1	1	-8	-1	7	23*
CN1CCc2c1nc1ccccc1c2N (tested in a mixture with another compound)	12	-3	-2	-1.7	-10	4	2	6	0	-2
COC(=O)c1cc(Nc2cc(C)c3c(O)cccc3n2)cc(C(=O)OC)c1	1	2	21	-3.2	-1	-2	2	18	0	3

This is a subset; rates above refer to the full screens.
